Screening data (PubChem BioAssay)
JMJD2A Tudor inh – inhibitors of human JMJD2A Tudor domain; O75164; AlphaScreen JMJD2A-Tudor / H3K4me3 peptide binding; Potency, µM (titrated, usually from 114 µM), inactives show top-dose activity change, negative = inhibition, actives largely listed as inhibitors; 390,000 compounds, 4.4% hits; note: potency is the fitted concentration of half-maximal effect; % is set by controls: 0 for no effect and ±100 for the full control effect; nearly all actives have a fitted effect of over 50% in size
GLS inhibitor – inhibitors of human glutaminase (GLS); GLS enzymatic activity, qHTS titration; Potency, µM (highest dose often 45.5 µM), without a hit: at the top dose activity change, negative = inhibition, usual class: inhibitors; 410,000 compounds, 0.21% hits; AID 624170; note: potency is the fitted concentration of half-maximal effect; % is set by controls: 0 for no effect and ±100 for the full control effect
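hKGA in 45 mM KH2PO4 pH 8.2, 0.02% Tween-20 with pin-transferred compounds; 1 mM L-glutamine (stock) plus glutamate oxidase/HRP/Amplex Red coupling added. Fluorescence read initially and after 30 min at RT.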
G9a inh – blocks human histone lysine methyltransferase G9a. 350,000 compounds, 8.8% hits. G9a H3K9 monomethylation, AlphaScreen, 2 h. Potency, µM (highest dose often 102 µM), without a hit: top-dose activity, negative = inhibition, usual class: inhibitors. Q96KQ7; note: potency is the fitted concentration of half-maximal effect; % is set by controls: 0 for no effect and ±100 for the full control effect; nearly all actives have a fitted effect of over 75% in size
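Enzyme 20 nM + cpd, 15 min RT; add b-H3K9 pep 500 nM / SAM 20 uM; 2 h RT; anti-H3K9me1 Ab 0.5 ug/mL + SA donor / anti-rabbit acceptor beads 20 ug/mL each, 10 min; AlphaScreen read.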
PI4K2A block – inhibitors of human PI4K2A; purified PI4K2A, ADP-Glo luminescence, 1 h; hits give low values; activity change, negative = inhibition, % at 76.9 µM; 420,000 compounds, 0.13% hits; in the data active = activity change below about -50%; inconclusive = mostly about -30% to -49%;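 note: -100% = wells without enzyme as full effect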
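PI4K2A activity was measured by ADP-Glo luminescence: enzyme (4 ug/mL stock) and phosphatidylinositol (1.2 mM stock) in Tris pH 7.5/MgCl2/EGTA/Triton X-100 buffer were reacted with ATP (300 microM stock) for one hour at ambient temperature.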
HP1b binding inh – inhibitors of HP1-beta chromodomain binding to methylated histone tails; P83916; AlphaScreen HP1-beta / biotin-H3K9me3 peptide binding; Potency, µM (titrated, usually from 114 µM), without a hit: at the highest dose activity change, negative = inhibition, most hits filed as inhibitors; 390,000 compounds, 0.56% hits; AID 540317; note: potency is the fitted concentration of half-maximal effect; nearly all actives have a fitted effect of over 70% in size; inactives centre near 23
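Compound inhibition of the preformed complex between 50 nM HP1-beta and 50 nM biotinylated H3K9me3 peptide was read by AlphaScreen. Buffer was PBS pH 7.4 with 0.01% Tween-20. Incubations ran 30 min at room temperature, with 10 ug/mL donor/acceptor beads.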
Pin1 inh – blocks the human prolyl isomerase Pin1 | Q13526 | Pin1 FP peptide displacement, HiFluor488, 10 min | Potency, µM (series often up to 115 µM), without a hit: top-dose activity, negative = inhibition, actives largely listed as inhibitors | 390,000 compounds, 0.009% hits | AID 504891; active = well fitted inhibition curve with a large enough effect in the polarisation, with a control signal flat, not every such curve was filed as active; inconclusive = small, poorly fitted or top-dose-only effect, or effect the other way, or a change in a side signal; inactive = no such curve, though single readings can be large or run the other way; the % refers to the polarisation; note: potency is the fitted concentration of half-maximal effect; % is set by controls: 0 for no effect and ±100 for the full control effect
BAZ2B block – blocks human BAZ2B; Potency, µM (series often up to 114 µM), without a hit: at the top dose activity change, negative = inhibition, most hits filed as inhibitors; Q9UIF8; 360,000 compounds, 4.4% hits; AlphaScreen BAZ2B-H3K14Ac peptide displacement; note: potency is the fitted concentration of half-maximal effect; % is set by controls: 0 for no effect and ±100 for the full control effect; nearly all actives have a fitted effect of over 60% in size
Target sequence (Q9UIF8 whole entry, looked up): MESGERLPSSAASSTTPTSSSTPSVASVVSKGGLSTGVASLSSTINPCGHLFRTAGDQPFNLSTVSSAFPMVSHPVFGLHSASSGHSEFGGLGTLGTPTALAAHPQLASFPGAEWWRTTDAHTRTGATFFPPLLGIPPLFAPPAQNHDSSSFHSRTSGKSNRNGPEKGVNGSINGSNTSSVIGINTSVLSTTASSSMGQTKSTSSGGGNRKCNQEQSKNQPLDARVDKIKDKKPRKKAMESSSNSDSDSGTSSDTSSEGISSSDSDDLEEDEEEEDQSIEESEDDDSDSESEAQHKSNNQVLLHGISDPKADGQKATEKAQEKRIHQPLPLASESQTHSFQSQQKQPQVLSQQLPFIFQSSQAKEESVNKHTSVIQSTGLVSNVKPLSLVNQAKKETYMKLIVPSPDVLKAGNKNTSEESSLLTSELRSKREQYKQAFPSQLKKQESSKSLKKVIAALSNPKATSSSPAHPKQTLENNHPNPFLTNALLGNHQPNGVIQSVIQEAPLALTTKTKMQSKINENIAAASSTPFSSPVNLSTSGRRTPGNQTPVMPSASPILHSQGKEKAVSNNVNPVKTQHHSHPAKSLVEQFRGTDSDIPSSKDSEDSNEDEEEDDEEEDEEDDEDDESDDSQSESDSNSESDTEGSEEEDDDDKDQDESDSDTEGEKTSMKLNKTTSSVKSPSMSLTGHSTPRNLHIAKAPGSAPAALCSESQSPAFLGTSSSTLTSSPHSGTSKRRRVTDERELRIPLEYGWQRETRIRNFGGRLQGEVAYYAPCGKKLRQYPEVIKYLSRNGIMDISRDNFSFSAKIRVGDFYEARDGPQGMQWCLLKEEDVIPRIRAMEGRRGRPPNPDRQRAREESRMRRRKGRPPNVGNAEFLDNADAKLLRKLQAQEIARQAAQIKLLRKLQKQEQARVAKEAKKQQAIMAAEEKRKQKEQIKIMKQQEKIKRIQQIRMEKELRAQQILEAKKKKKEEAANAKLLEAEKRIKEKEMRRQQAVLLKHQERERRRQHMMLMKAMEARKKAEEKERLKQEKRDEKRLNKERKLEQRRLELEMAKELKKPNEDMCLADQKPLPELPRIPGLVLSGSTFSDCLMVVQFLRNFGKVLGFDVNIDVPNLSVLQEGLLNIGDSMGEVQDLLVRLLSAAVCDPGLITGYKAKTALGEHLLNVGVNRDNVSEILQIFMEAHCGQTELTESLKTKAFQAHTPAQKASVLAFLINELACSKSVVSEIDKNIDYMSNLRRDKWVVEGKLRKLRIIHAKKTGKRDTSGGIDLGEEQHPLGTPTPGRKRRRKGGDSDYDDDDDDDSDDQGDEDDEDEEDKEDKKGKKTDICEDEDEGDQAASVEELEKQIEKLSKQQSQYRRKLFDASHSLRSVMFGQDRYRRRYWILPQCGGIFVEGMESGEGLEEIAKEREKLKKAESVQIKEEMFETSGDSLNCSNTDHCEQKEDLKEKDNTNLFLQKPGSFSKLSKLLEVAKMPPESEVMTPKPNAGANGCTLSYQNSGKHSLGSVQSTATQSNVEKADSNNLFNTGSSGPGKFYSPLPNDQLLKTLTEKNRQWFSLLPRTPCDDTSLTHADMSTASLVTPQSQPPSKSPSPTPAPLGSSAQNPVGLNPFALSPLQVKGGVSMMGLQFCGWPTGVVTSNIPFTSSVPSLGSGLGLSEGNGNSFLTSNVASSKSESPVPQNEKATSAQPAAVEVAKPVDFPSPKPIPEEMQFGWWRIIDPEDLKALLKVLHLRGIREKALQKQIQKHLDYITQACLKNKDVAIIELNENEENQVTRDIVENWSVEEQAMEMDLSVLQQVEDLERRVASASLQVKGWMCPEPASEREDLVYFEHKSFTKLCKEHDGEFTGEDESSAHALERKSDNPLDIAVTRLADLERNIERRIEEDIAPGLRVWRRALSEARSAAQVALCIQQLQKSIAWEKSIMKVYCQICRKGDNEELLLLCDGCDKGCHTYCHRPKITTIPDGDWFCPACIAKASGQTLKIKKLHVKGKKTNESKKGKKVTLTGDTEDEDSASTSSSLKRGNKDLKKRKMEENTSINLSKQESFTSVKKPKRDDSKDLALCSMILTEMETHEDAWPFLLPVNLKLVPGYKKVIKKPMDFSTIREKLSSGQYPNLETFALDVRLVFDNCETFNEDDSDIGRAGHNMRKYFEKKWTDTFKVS
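BAZ2B (50 nM) with biotin-H3(5-23)K14Ac peptide (50 nM) in PBS pH 7.4, 0.01% Tween-20, preformed 30 min, then compound 30 min at room temperature; top concentration 110uM. AlphaScreen streptavidin donor/nickel chelate acceptor beads (10 ug/mL final), 20 min dark, signal read.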
Tb PGK inh – inhibitors of T. brucei phosphoglycerate kinase | P07378 | PGK/GAPDH coupled, Kinase-Glo luminescence, 60 min | Potency, µM (series often up to 57.5 µM), for the others: top-dose activity change, negative = inhibition, hits mostly inhibitors | 380,000 compounds, 0.043% hits; note: potency is the fitted concentration of half-maximal effect; % is set by controls: 0 for no effect and ±100 for the full control effect; nearly all actives have a fitted effect of over 60% in size
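Recombinant glycosomal PGK reaction used 1,3-bisphosphoglycerate generated in-well by GAPDH (100nM final) in 100mM TEA pH 7.6, 5mM MgCl2, 0.01% Tween-20. After 60 minutes at room temperature, ATP was read by Kinase-Glo Plus luminescence end-point.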
ERG Ets-DNA blk – inhibitors of human ERG Ets domain-DNA interaction; 370,000 compounds, 0.028% hits; AID 624246; P11308; Potency, µM (series often up to 76.9 µM), for inactives: at the highest dose FP activity, negative = inhibition, hits mostly inhibitors; fluorescence polarization, His-ERG Ets domain / labelled DNA; active = well fitted inhibition curve with a large enough effect in the polarisation, with a control signal flat; inconclusive = small, poorly fitted or top-dose-only effect, or effect the other way, or a change in a side signal; inactive = no such curve, though single readings can be large or run the other way; the % refers to the polarisation;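 note: polarization taken with two DNA probes labelled with fluorescein and Texas red; potency is the fitted concentration of half-maximal effect; % of control where 0% means no effect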
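His-tagged ERG Ets domain (1 uM in the protein solution; 300mM KCl, 50mM Tris-HCl, 1mM EDTA, 1mM DTT, pH 7.5) received compound, then a probe mix of 5 nM fluorescein-DNA and 100nM Texas-615-DNA. Fluorescence polarization was read for both dyes.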
Starred values were filed as active, the others as inactive; i = inactive; ? = inconclusive; . = not tested or not shown; & = joins results of further samples; [ ] = another dose, or the depositor's remark. Unless noted, calls come from the whole dose curve; as a rule, active = well fitted curve in the direction sought with a large enough effect; inconclusive = small, poorly fitted or top-dose-only effect, or another doubt; inactive = no such curve, though single readings can be large; an effect the other way counts as inactive or inconclusive. Outcome played no part in choosing rows (roughly 11% active in at least one column).

SMILES	JMJD2A Tudor inh	GLS inhibitor	G9a inh	PI4K2A block	HP1b binding inh	Pin1 inh	BAZ2B block	Tb PGK inh	ERG Ets-DNA blk
CCNC(=O)C1CCN(c2nnc(C)c3c(C)n(-c4ccc(OC)cc4)nc23)CC1	0%	-2%	7%[59 µM]	-3	38%	2%	2%	-9%	2%
O=C(CCc1ccccc1F)N1CCN(c2ccccc2)CC1	-13%	5%	?	5	39%[activator]	-2%	-10%	-8%	38%[activator]
N#Cc1ccc(OCC(O)CN2CCN(CC(O)COc3ccc(C#N)cc3)CC2)cc1 (stereo unspecified)	-20%	0%	29%	-4	-9%	-3%	4%	-2%	4%
CCOC(=O)Cc1csc(NC(=O)c2cccs2)n1	-8%	-3%	11%	-84*	29%	-8%	8%	-3%	-2%
CCCC(=O)c1cc(F)c(N2CCN(S(=O)(=O)c3ccccc3)CC2)cc1C	11%	-3%	5%[12.7 µM]	0	36%[activator]	0%	10%	6%	.
C[C@H]1CCC[C@]2(O[C@H](CCO)C[C@@H](O)[C@@H]2O)O1	-19%	-4%	.	-2	42%[activator]	1%	.	i	-17%
CC1CCN(C2=NC(=O)/C(=C/c3cn[nH]c3-c3ccccc3)S2)CC1	-11%	10%	?	4	15%	9%	10%	-8%	1%
Cc1ccccc1NC(=O)Cn1c(=O)n(Cc2ccccc2)c(=O)c2c(C)c(C)sc21	-10%&-1%	-9%&6%	41%&15%[activator][59 µM]	0&2	66%&44%[activator]	-3%&1%	-10%&-6%	-2%	6%&5%
Cc1cccc(NC(=O)N2CCC(C(=O)c3ccc(F)cc3)CC2)c1	-1%	-10%	16%	6	34%	4%	3%	i	10%
CCOC(=O)CNC(=O)/C(=C\c1ccc(F)cc1)NC(=O)c1ccccc1	-4%	1%	25%[12.7 µM]	-3	7%	-5%	-4%	1%	7%
Cc1cc([N+](=O)[O-])nn1CC(=O)Nc1cnc2ccccc2c1	-16%	-5%	15%[59 µM]	2	18%	6%	-11%	-4%	10%
CCOCCCNC(=O)/C(C#N)=C/c1ccc(C(=O)OC)cc1	-14%	4%	-44%	21	29%	-3%	-9%	-1%	-9%
O=C(O)c1ccc(CSCc2ccccc2Cl)o1	-15%	14%	-45%	-2	37%	-8%	-19%	.	-5%
CCCCc1c(O)nc(SCC(=O)N2CCOCC2)[nH]c1=O	-16%[11.4 µM]	8%	?	-2	72%[activator]	-1%	5%	1%	4%
CC1CCCN(S(=O)(=O)c2ccc3[nH]c(=O)cc(C(=O)NCCc4ccc(Cl)cc4)c3c2)C1 (stereo unspecified)	-6%	7%	-1%[59 µM]	0	35%	-5%	0%	-6%	0%
CC(C)CC(=O)NC(=S)Nc1ccccc1C(=O)Nc1ccccc1	2%	-2%	?	1	15%	-2%	3%	.	.
CC1CCN(S(=O)(=O)N2CCC(C(=O)NC3CCCC3)CC2)CC1	-12%	-2%	-5%	2	23%	-1%	-2%	-13%	4%
CCOC(=O)C(C)Sc1ccc2nnc(CCNS(=O)(=O)c3ccccc3)n2n1 (stereo unspecified)	-3%&-12%	-4%&-6%	4%	1&2	30%&24%	9%&1%	10%&-7%	0%&-4%	-4%&4%
CC(=O)Nc1ccc2nc(NS(=O)(=O)c3ccc(C)cc3)sc2c1	-12%	2%	.	-6	23%	6%	-14%	4%	-3%
COc1ccc2cnn(-c3ccc(OC(F)(F)Cl)cc3)c(=O)c2c1OC	-17%	8%	-2%	1	25%	-6%	-1%	-6%	-5%
O=C(c1ccc(OC2CCN(Cc3ccccn3)CC2)cc1)N1CCCCCC1	-25%	5%	8%	2	6%[57 µM]	-15%	-25%	-1%	-7%
CCCn1cc(S(=O)(=O)c2ccc(CC)cc2)c(=O)c2ccccc21	-16%	-4%	-4%[59 µM]	1	11%	-5%	-11%	-5%	-1%
CCCN1Cc2cccc(C(=O)Nc3ccc(OC)cc3OC)c2C1=O	-13%	0%	-4%[59 µM]	5	21%	-8%	.	.	1%
CC1=NN(c2ccccc2)C(=O)/C1=C/c1ccc(Cl)cc1	?	-13%	40µM*	?	?	-9%	?	i	-16%
CCOC(=O)CCCNC(=O)COc1ccccc1C#N	-9%	1%	11%[59 µM]	-2	44%[activator]	3%	2%	9%	-6%
SMILES	JMJD2A Tudor inh	GLS inhibitor	G9a inh	PI4K2A block	HP1b binding inh	Pin1 inh	BAZ2B block	Tb PGK inh	ERG Ets-DNA blk
Cc1cccc(N2CN=c3s/c(=C\c4ccccn4)c(=O)n3C2)c1	-12%	-15%	22%	2	45%[activator]	-4%	-5%	i	15%
O=C(CCN1CCN(c2ccccc2)CC1)N/N=C/c1ccccc1OC(F)F	-30%	0%	7%	3	12%	-1%	.	4%	17%
CC1CCN(c2nnc(-c3cccs3)c3ccccc23)CC1	-3%	3%	-1%	-1	33%	7%	2%	-13%	5%
CC(=O)Nc1ccc(S(=O)(=O)N(C)Cc2cnn(C)c2)cc1	-6%	0%	78%[activator]	1	35%	10%	0%	-7%	-10%
O=C(O)CCC(=O)NCc1ccc2[nH]c3c(c2c1)CCCC3	-28%	5%	50µM*	0	1%	-15%	-1%	-9%	13%
COCCN(C(=O)COC(=O)c1c(NC(C)=O)sc(C)c1C)c1c(N)n(Cc2ccccc2)c(=O)[nH]c1=O	-9%	5%	2%[12.7 µM]	-2	19%	14%	0%	9%	5%
COc1ccc(-c2nc3scc(CCNC(=O)c4cc(OC)cc(OC)c4)n3n2)cc1	2%	1%	5%[59 µM]	2	23%	1%	1%	-7%	1%
O=C(NCc1cccs1)c1cc(-c2ccc(O)cc2)on1	-4%	2%	.	-2	35%[activator]	-1%	1%	-2%	-2%
Cc1ccc(S(=O)(=O)N2CCOCC2)cc1NC(=O)CSCc1c(C)noc1C	-10%	-11%	-5%[12.7 µM]	8	35%	-2%	-4%	-2%	6%
O=C(Nc1ccc2c(c1)OCCO2)c1cnc2ccccn2c1=O	-12%	-10%	.	-1	20%	?	.	.	.
CC(C)(C)NC(=O)Cn1cnc([N+](=O)[O-])n1	-10%	21%	20%[0.501 µM]	2	11%	6%	-8%	-9%	.
COc1cc(OC)cc(C(=O)OCC(=O)Nc2ccc(N3CCCCC3)cc2)c1	0%	16%	10µM*	-2	30%	3%	-6%	7%	-1%
NC(=O)[C@@H]1CCOc2c(F)cc([N+](=O)[O-])cc2C(=O)N[C@@H](CO)C(=O)NCC(=O)N1	-12%	0%	?	-3	19%	-9%	-18%	0%	8%
Cc1nn(-c2ccc(Cl)cc2)c2[nH]c(CCl)cc(=O)c12	79µM*	-19%	?	-3	9%	0%	-31%	-16%	?
CCN(CC)CCCNc1cc(C)nc2cc(-c3cccs3)nn12	-15%	17%	45µM*	-4	28%	5%	-37%	-10%	7%
CC(C)CC(=O)N(Cc1ccc(F)cc1)C1CCS(=O)(=O)C1 (stereo unspecified)	-8%	-3%	2%	0	45%[activator]	-2%	-2%	-12%	-8%
Cc1cc(NC(=O)Nc2cc(C)nn2-c2ccccc2)n(-c2ccccc2)n1	-4%	2%	0%	-6	38%	2%	10%	5%	-4%
CCn1nccc1C(=O)Nc1ccc(C)c(C)c1	12%	-1%	.	-2	35%	-1%	12%	-14%	-9%
COc1cc2cnc(-c3ccccc3)c(-c3cc(OC)c(OC)c(OC)c3)c2cc1OC	-26%	3%	-11%[0.501 µM]	-10	37%	-2%	-38%	-1%	3%
Cc1ccc([C@@H]2CC=C(C(=O)O)[C@H](c3cccc(F)c3)N2S(=O)(=O)c2ccccc2C)cc1	-22%	27%	.	-3	2%	-12%	.	0%	0%
COC(=O)CSc1nc2ccccc2c(=O)n1Cc1ccccc1	-1%	-14%	67%[activator]	-6	66%[activator]	-11%	-3%	-7%	-6%
Cc1ccccc1C(=O)OC(C)C(=O)NCc1ccc2c(c1)OCO2 (stereo unspecified)	-13%	3%	-8%[59 µM]	-3	38%	0%	7%	5%	4%
S=C(NCCN1CCOCC1)N/N=C/c1c2ccccc2cc2ccccc12	-36%	3%	3%	-3	22%	?	-11%	-4%	-5%
Cc1cc(NC(=O)COC(=O)C(Nc2ccc(C(F)(F)F)cc2Cl)C(C)C)no1 (stereo unspecified)	-12%	0%	5%[12.7 µM]	-7	51%[activator]	?	9%	16%	-5%
C[C@@H]1CN([C@H](C)CO)C(=O)c2cccc(NC(=O)NC3CCCCC3)c2O[C@@H]1CN(C)C(=O)Nc1ccc(C(F)(F)F)cc1	?	-4%	.	3	6%	8%	.	-7%	4%
COc1cc(C2/C(=C(\O)c3ccc4c(c3)CC(C)O4)C(=O)C(=O)N2CCCn2ccnc2)ccc1O (stereo unspecified)	-16%[11.4 µM]	-1%	17%[59 µM]	-7	22%	-10%	-2%	-9%	-8%
CCOc1ccccc1CNC(=O)CCCN1C(=O)COc2ccc(C)cc21	-16%	-10%	1%[59 µM]	2	24%	1%	-5%	.	1%
Cc1cccc(-c2nc3c4ccccc4n(Cc4cccc(Cl)c4)c(=O)n3n2)c1	-15%	4%	5%[59 µM]	-6	-1%	4%	-8%	-11%	11%
COc1ccc(-n2nc(C(=O)Nc3ccc(C)cn3)c3c4ccccc4n(C)c3c2=O)cc1Cl	-22%	15%	-3%[59 µM]	-4	13%	-8%	.	-1%	0%
